# UHRF1 binding: blocks human UHRF1 binding to methylated DNA. Q96T88. UHRF1 binding to methylated oligo, TR-FRET. inhibition, % at 4.4 µM. 370,000 compounds, 0.75% hits. AID 687016; in the data active means inhibition above about 21%;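 further: UHRF1 SRA domain binding a hemimethylated CpG hairpin DNA probe; 0% = median of test compound wells and 100% = reference inhibitor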
# Target sequence (Q96T88 whole entry, looked up, the tested form may be a part): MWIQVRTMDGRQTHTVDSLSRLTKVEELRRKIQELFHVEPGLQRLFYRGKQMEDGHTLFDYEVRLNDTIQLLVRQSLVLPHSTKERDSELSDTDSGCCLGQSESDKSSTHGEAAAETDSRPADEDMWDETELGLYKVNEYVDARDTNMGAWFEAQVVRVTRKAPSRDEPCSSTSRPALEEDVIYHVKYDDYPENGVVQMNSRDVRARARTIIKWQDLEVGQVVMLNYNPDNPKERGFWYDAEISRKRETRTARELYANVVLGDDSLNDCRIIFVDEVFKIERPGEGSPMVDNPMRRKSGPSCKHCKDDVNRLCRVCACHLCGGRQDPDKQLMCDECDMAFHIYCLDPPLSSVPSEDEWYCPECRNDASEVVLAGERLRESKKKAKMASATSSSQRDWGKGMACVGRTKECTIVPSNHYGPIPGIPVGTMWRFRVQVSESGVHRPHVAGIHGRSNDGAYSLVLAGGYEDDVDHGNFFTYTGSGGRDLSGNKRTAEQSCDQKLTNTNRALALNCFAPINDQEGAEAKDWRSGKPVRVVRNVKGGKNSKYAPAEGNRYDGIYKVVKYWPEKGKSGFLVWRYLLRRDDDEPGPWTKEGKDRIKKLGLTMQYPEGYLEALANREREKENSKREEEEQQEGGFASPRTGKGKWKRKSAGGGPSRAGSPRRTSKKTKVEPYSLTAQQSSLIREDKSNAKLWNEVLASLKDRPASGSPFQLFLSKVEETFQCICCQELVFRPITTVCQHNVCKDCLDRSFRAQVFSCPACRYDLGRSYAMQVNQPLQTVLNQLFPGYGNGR
# mABHD4 FP: inhibits mouse alpha/beta hydrolase domain 4; purified mABHD4, FP-Rh probe fluorescence polarization; inhibition, % at 8.92 µM; 370,000 compounds, 0.54% hits; AID 720543;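 active means inhibition exceeding the mean over every tested compound plus 3 SD, cut at about 30% in these data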;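 further: 0% = plate median of compound wells and 100% = S159A mutant with DMSO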
#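 Assay system: wild-type mouse ABHD4 protein; compound: single nominal dose of 8.92 µM, 0.89% DMSO final; schedule: 45 min + 60 min at 25 °C; measured by: FP readout, ex 525 nm / em 598 nm; evaluation: % inhibition of FP-Rh probe binding versus controls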
# PG9 Ab binder: binds the HIV-1 gp120 antibody PG9. 360,000 compounds, 0.43% hits. inhibition, % at 6.7 µM. TR-FRET gp120-PG9 antibody binding; in the data active means inhibition above about 8.5%
# SIAE primary: human SIAE inhibition, primary screen; Q9HAT2; SIAE FP-Rh probe binding, fluorescence polarization; inhibition, % at 9.66 µM; 370,000 compounds, 0.69% hits;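 active means inhibition above a cutoff: mean of compounds within the control limits plus 3 SD of those, cut at about 17% in these data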;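 further: 0% = plate median of compound wells and 100% = probe without SIAE protein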
# TCR CD3 inh: human TCR-CD3 binding inhibition. TAMRA-labeled TCR probe fluorescence, biochemical. inhibition, % at 9.4 µM. 360,000 compounds, 0.37% hits; in the data active means inhibition above about 19%;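 further: recombinant mutant TCR 2C K166C tagged with TAMRA read by polarization; 0% = receptor in buffer alone and 100% = receptor with positive control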
# PRMT1 inh: blocks human protein arginine methyltransferase 1; recombinant PRMT1, activity-based probe fluorescence polarization; inhibition, % at 2.79 µM; 370,000 compounds, 1.3% hits; AID 652257;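 active means inhibition above about 21% made by adding two undisclosed values, limit read from the data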
# LEDGF integ inh: blocks HIV-1 LEDGF/p75-dependent DNA integration; TR-FRET IN-LEDGF/p75 DNA integration, Eu/Cy5; inhibition, % at 3.7 µM; 370,000 compounds, 0.64% hits; AID 743269;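 active means inhibition above the screen-wide mean plus 3 SD, cut at about 13% in these data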;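 further: signal is the Cy5 over europium emission ratio at 671 and 618 nm; 0% = plate median of compound wells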
# Tn7 DDE FP: DD(E)-Tn7 binding inhibition, primary FP screen; P02675; FP displacement of FITC-Tn7 peptide from fibrin DD(E); 0% = median of compound wells per plate; inhibition, % at 8.3 µM; 370,000 compounds, 0.13% hits; AID 720508;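 active means inhibition above the mean of compounds falling within the control limits plus 3 SD of them, cut at about 14% in these data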;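 further: 0% = plate median of compound wells and 100% = 10 µM Aha-Tn7 peptide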
#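 Assay system: Fibrin-DD(E) protein isolated from polymerized human fibrin clots; read-out basis: percent inhibition; medium: Tris/NaCl/CaCl2 buffer, pH 7.8; signal: FP measurement; incubation: 10 min plus 3 h, room temperature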
# TDP2 absorb: blocks human TDP2 phosphodiesterase activity; inhibition, % at 12.8 µM; O95551; 370,000 compounds, 0.34% hits; recombinant TDP2, T5PNP hydrolysis, p-nitrophenol absorbance 415 nm; AID 720702;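 active means inhibition above the mean of all tested compounds plus 3 SD, set per campaign, cut at about 25% in these data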;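 further: 0% = DMSO with enzyme and 100% = buffer with substrate but no TDP2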
#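 Material: recombinant human TDP2; quantity: TDP2 enzyme at 120 nM final; medium: Tris-HCl pH 7.5 with MgCl2; compound: single concentration, 12.8 µM nominal, with 1% DMSO; incubation: 2 h enzyme incubation at 37 °C; signal: epi absorbance; measure: percent inhibition; benchmarks: high control without enzyme, low control DMSO plus TDP2; repeats: singlicate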
# HTRA1 inh: inhibitors of human serine peptidase HTRA1; recombinant HTRA1, FP-rhodamine activity-based probe, fluorescence polarization; inhibition, % at 5.96 µM; 340,000 compounds, 0.5% hits; AID 504803; in the data active means inhibition above about 36%;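 further: 0% = enzyme with DMSO and 100% = wells lacking enzyme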
# Active calls of the source: *; nt = not tested or not shown. A portion of the library (hit frequency here may not be typical).
SMILES,UHRF1 binding,mABHD4 FP,PG9 Ab binder,SIAE primary,TCR CD3 inh,PRMT1 inh,LEDGF integ inh,Tn7 DDE FP,TDP2 absorb,HTRA1 inh
CCCCCCC(=O)c1c(O)n(-c2ccc(OC)cc2)c(=O)[nH]c1=O (tested in a mixture with another compound),0,-7,-1.4,11,8,-1,5,-9,-1,5
OC12ONC(c3ccccn3)C1N1CCC2CC1 (stereo unspecified),-5,-8,-2.4,6,0,10,2,-2,-7,-2
COC(=O)C1C(O)CC2CCC1N2C (stereo unspecified),-1,7,0.0,-6,4,1,-2,2,5,-2
CS(=O)(=O)c1ccc(C2=C(CNC(=O)c3cccnc3)[C@H]3CC[C@@H](C2)N3Cc2ccccc2)cc1,-2,4,-1.6,1,4,-4,7,-5,-6,5
Cc1cc(OCC(=O)N2C[C@H]3C[C@@H](C2)c2cccc(=O)n2C3)c2c(C)cc(=O)oc2c1,2,-3,0.1,5,1,6,-7,-4,-5,2
COc1ccc(OC)c(C(c2c(O)c3ccccc3oc2=O)c2c(C)n(C)n(-c3ccccc3)c2=O)c1 (stereo unspecified),-1,0,0.3,5,0,-6,-1,6,11,1
C=C(C)Cn1c(=O)n(CC2CS2)c2ccccc21 (stereo unspecified),-3,-1,-0.1,-14,0,-2,-2,2,-1,2
Cc1cccc2nc(-c3ccccc3)c(-c3ccc(CN4CCC(n5c(=O)[nH]c6cc(Cl)ccc65)CC4)cc3)nc12,1,-19,-0.7,-12,3,2,-4,1,4,nt
Clc1ccc(N2CC2c2ccncc2)cc1 (stereo unspecified),1,4,-2.4,2,2,-2,-1,-3,15,3
CN(C)C1=NC(N(C)C)=NP(N(C)C)(N(C)C)=N1,-1,1,-0.9,-2,0,-2,-5,0,0,10
COc1ccc(C(CC(=O)N2CCC3(CC2)OCCO3)NS(=O)(=O)c2ccc(F)cc2)cc1 (stereo unspecified),1,-1,-0.2,0,0,-2,3,2,5,3
CCn1c(O)c(C=Nc2ccc(S(N)(=O)=O)cc2)c(=O)n(CC)c1=S,2,-44,54*,-63,-31,4,-4,6,2,-50
O=S(=O)(c1ccccc1)N1CCN2CCCC2C1 (stereo unspecified),-1,8,2.4,-8,4,-2,2,4,12,-1
CCOc1ccc(NC(=O)c2c(C)nn(Cc3ccccc3)c2Cl)cc1,0,8,1.6,5,0,1,-1,-2,0,1
CCOP(=S)(OCC)c1ccc(N(C)C)cc1,2,-5,-1.4,3,3,-1,-3,-13,0,-3
O=C(O)c1cc2ccccc2oc1=O,2,2,0.4,-5,7,0,1,-5,6,5
Clc1ccc(C2N3CCCN23)c(Cl)c1 (stereo unspecified),10,0,-1.6,0,3,-4,4,2,0,0
C=C(C)C(Cc1c(OC)ccc(C(=O)/C=C/c2ccc(O)cc2)c1O)OO (stereo unspecified),0,-16,-1.0,-9,4,-1,-2,4,10,-50
COc1ccc(C(C)=O)cc1CC(C(=O)c1ccc(F)cc1)N(C)C (stereo unspecified),6,-1,-2.5,-3,-16,-3,0,-8,-11,-2
O=C(c1cccc2ccccc12)C1CCCN(C2CCC2)C1 (stereo unspecified),2,0,-1.0,-2,-5,1,-4,9,1,1
c1cc2c(cc1-c1ccc3c(c1)OCO3)CNCc1cnnn1-2,-2,9,-1.8,1,6,1,3,0,4,nt
CCc1cc2c(cc1-c1csc(C/C(N)=N/O)n1)C(C)(C)CCC2(C)C,0,-1,-2.1,6,-1,0,1,1,-16,-26
CC1=NN(c2ccccc2)C(=O)/C1=C/c1c(O)[nH]c(=S)[nH]c1=O,-9,-23,-2.0,-14,-3,11,-1,-6,0,-16
COc1ccccc1CN1CCN(C(=O)COc2cccc(C)c2)CC1,1,10,-1.9,2,9,0,4,-8,-9,0
CCCCNC(=O)Nc1ccc(C(O)(C(=O)OCC)C(F)(F)F)cc1 (stereo unspecified),-4,-2,0.1,-3,-5,3,-3,-1,-4,-8
Cc1ccc(S(=O)(=O)N2CN3CCN(C3)C2)cc1,5,6,2.9,-2,-2,2,-6,1,-5,2
C=CCc1cc(C=C2C(=O)N(C)C(=O)N(C)C2=O)cc(OCC)c1OCc1ccccc1,-2,-5,0.6,3,6,18,-1,0,-3,-46
O=Cc1cn(Cc2cccc([N+](=O)[O-])c2)c2ccccc12,-1,-9,0.1,-17,2,0,1,-2,-9,-2
COc1ccccc1N1C(=O)NC(=O)/C(=C\c2cnn(-c3ccccc3)c2)C1=O,-1,-1,-0.3,-5,2,1,1,-2,-5,-4
Cc1cc(O)ccc1Cl,1,-2,-0.5,0,1,-2,-1,9,-3,nt
O=C(c1ccc(-c2ccccc2)cc1)C1CCCN(Cc2ccn[nH]2)C1 (stereo unspecified),0,-8,0.9,-2,-5,0,7,-4,-3,-8
CC1OC(OC2CC(O)C3(CO)C4C(O)CC5(C)C(C6=CC(=O)OC6)CCC5(O)C4CCC3(O)C2)C(O)C(O)C1O (stereo unspecified),6,-5,-0.3,-1,-6,3,-4,-4,-10,1
CC1=C(/C=C/c2ccccc2)CCN(C)C1,12,9,-2.9,16,7,0,-4,6,0,2
O=c1c2ccccc2nc(N2CCCC2)n1-c1ccc(Cl)cc1,-1,-2,-1.9,3,-3,-1,3,-6,-1,-13
c1ccc(C(OCCN2CCNCC2)c2ccccc2)cc1,1,5,-0.9,-1,1,5,-3,-4,4,3
COC(=O)CC1(Cc2ccccc2)C(=O)NC(=O)NC1=O,-2,2,-0.6,0,9,0,-5,-6,-7,1
c1ccc(-c2ccc3c(c2)CNCc2cnnn2-3)cc1,-1,7,-1.0,-1,7,2,0,-4,10,nt
COc1ccc(Br)cc1CN1CCN(CCO)CC1,2,-1,-3.7,-3,6,-1,5,-8,-3,3
Cc1ccc(CNC2=NCCS2)cc1,3,-3,3.6,7,-3,4,1,1,-6,8
CNc1ccc2oc(C[C@H]3O[C@@]4(CC[C@H]3C)O[C@H]([C@H](C)C(=O)c3ccc[nH]3)[C@H](C)C[C@H]4C)nc2c1C(=O)O,-5,30*,-0.6,11,0,26*,11,-8,29*,35
N#Cc1ccc(Cn2cc(C=O)c3ccccc32)cc1,2,0,0.4,1,-4,6,-1,-4,13,1
O=C(NC[P+](=O)O)OCc1ccccc1,2,6,1.6,-5,-5,3,-4,4,7,7
COc1cccc(-c2ccc3c(c2)C2c4cnnn4-c4ccccc4C(=O)N2CC3)c1 (stereo unspecified),-1,6,-1.6,3,2,-1,-3,11,-5,nt
O=C(O)CCCc1ccc(N(CCCl)CCCl)cc1,-1,-3,-0.9,-1,0,-5,6,-8,-6,9
COc1ccc2c(c1)C13CCN4CC5=CCOC6CC(=O)N2C1C6C5CC43 (stereo unspecified),3,-4,1.2,7,-11,-3,-1,3,0,nt
O=C1NC(=O)C(=Cc2ccc3c(c2)OCO3)C(=O)N1,-3,0,-0.1,-2,-8,25*,1,6,8,nt
CC1(CCl)CN1S(=O)(=O)c1ccccc1 (stereo unspecified),1,0,1.1,-4,-11,3,-6,1,-2,1
CCSC1=NN1c1cc(C)nc(N)n1,1,-4,-1.8,6,-11,2,-3,-2,-1,4

# An excerpt of the results above, for reference:
SMILES,UHRF1 binding,mABHD4 FP,PG9 Ab binder,SIAE primary,TCR CD3 inh,PRMT1 inh,LEDGF integ inh,Tn7 DDE FP,TDP2 absorb,HTRA1 inh
Cc1cc(O)ccc1Cl,1,-2,-0.5,0,1,-2,-1,9,-3,nt
O=C(c1ccc(-c2ccccc2)cc1)C1CCCN(Cc2ccn[nH]2)C1 (stereo unspecified),0,-8,0.9,-2,-5,0,7,-4,-3,-8
CC1OC(OC2CC(O)C3(CO)C4C(O)CC5(C)C(C6=CC(=O)OC6)CCC5(O)C4CCC3(O)C2)C(O)C(O)C1O (stereo unspecified),6,-5,-0.3,-1,-6,3,-4,-4,-10,1
CC1=C(/C=C/c2ccccc2)CCN(C)C1,12,9,-2.9,16,7,0,-4,6,0,2
O=c1c2ccccc2nc(N2CCCC2)n1-c1ccc(Cl)cc1,-1,-2,-1.9,3,-3,-1,3,-6,-1,-13
c1ccc(C(OCCN2CCNCC2)c2ccccc2)cc1,1,5,-0.9,-1,1,5,-3,-4,4,3
COC(=O)CC1(Cc2ccccc2)C(=O)NC(=O)NC1=O,-2,2,-0.6,0,9,0,-5,-6,-7,1
c1ccc(-c2ccc3c(c2)CNCc2cnnn2-3)cc1,-1,7,-1.0,-1,7,2,0,-4,10,nt
COc1ccc(Br)cc1CN1CCN(CCO)CC1,2,-1,-3.7,-3,6,-1,5,-8,-3,3
Cc1ccc(CNC2=NCCS2)cc1,3,-3,3.6,7,-3,4,1,1,-6,8
CNc1ccc2oc(C[C@H]3O[C@@]4(CC[C@H]3C)O[C@H]([C@H](C)C(=O)c3ccc[nH]3)[C@H](C)C[C@H]4C)nc2c1C(=O)O,-5,30*,-0.6,11,0,26*,11,-8,29*,35
N#Cc1ccc(Cn2cc(C=O)c3ccccc32)cc1,2,0,0.4,1,-4,6,-1,-4,13,1
O=C(NC[P+](=O)O)OCc1ccccc1,2,6,1.6,-5,-5,3,-4,4,7,7
COc1cccc(-c2ccc3c(c2)C2c4cnnn4-c4ccccc4C(=O)N2CC3)c1 (stereo unspecified),-1,6,-1.6,3,2,-1,-3,11,-5,nt
O=C(O)CCCc1ccc(N(CCCl)CCCl)cc1,-1,-3,-0.9,-1,0,-5,6,-8,-6,9
COc1ccc2c(c1)C13CCN4CC5=CCOC6CC(=O)N2C1C6C5CC43 (stereo unspecified),3,-4,1.2,7,-11,-3,-1,3,0,nt

# Assay outcomes deposited in PubChem BioAssay by The Scripps Research Institute Molecular Screening Center.
